Screens: PubChem BioAssay, National Center for Advancing Translational Sciences (NCATS)
GLA spleen mod – qHTS Assay for Inhibitors and Activators of Human alpha-Galactosidase From Spleen Homogenate. Alpha-galactosidase A (Homo sapiens), P06280. 240,000 tested, 0.008% active. Potency, µM (titrated, usually from 80 µM), for the others: at the highest dose activity change, negative = inhibition, most hits filed as inhibitors. AID 2107, 2009. human spleen homogenate, 4MU-alpha-Gal fluorescence, 40 min;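 note: 0% = enzyme with vehicle and -100% = no enzyme basal signal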
Target sequence (P06280 32-429 limits assumed): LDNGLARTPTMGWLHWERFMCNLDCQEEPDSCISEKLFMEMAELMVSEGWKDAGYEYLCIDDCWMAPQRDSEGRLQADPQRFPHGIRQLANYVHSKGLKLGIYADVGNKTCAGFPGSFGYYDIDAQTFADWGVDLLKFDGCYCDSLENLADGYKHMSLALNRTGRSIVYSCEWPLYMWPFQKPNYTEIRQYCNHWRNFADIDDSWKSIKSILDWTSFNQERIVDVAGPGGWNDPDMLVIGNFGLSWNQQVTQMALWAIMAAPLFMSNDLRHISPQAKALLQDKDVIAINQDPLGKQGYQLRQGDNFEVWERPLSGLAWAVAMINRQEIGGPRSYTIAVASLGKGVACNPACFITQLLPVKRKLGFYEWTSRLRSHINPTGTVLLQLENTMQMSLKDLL
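qHTS titration in buffer at pH 5.0. Alpha-galactosidase activity in spleen homogenate was measured via 4-methylumbelliferone release from 1 mM fluorogenic substrate after 40 min at 37C and a pH 10 stop. AC50 came from Hill fits of control-normalized data.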
GAA inh – qHTS Assay for Inhibitors of Human alpha-Glucosidase as a Potential Chaperone Treatment of Pompe Disease; Lysosomal alpha-glucosidase (Homo sapiens), P10253; purified human GAA, 4-MU-alpha-glucoside fluorescence; Potency, µM (series often up to 76.9 µM), for the others: at the highest dose activity change, negative = inhibition, hits mostly inhibitors; 200,000 tested, 0.005% active; AID 1466, 2008;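 note: plate controls were uninhibited enzyme wells for no effect and no-enzyme background for full effect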
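Compounds are titrated up to 77 uM against 4 nM human enzyme. Substrate 4-methylumbelliferyl-alpha-D-pyranoside (400 uM) reacts 20 min at room temperature in pH 5.0 buffer; liberated 4-methylumbelliferone is read at 440 nm.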
GoLoco inh red – qHTS Assay for Inhibitors of RGS12 GoLoco Motif Activity (Red Fluorophore); Gai1:RGS12 GoLoco peptide FP, rhodamine, 10 min; Guanine nucleotide-binding protein G(i) subunit alpha-1 (Homo sapiens), P63096; 230,000 tested, 0.44% active; Potency, µM (titrated, usually from 61.6 µM), for inactives: at the highest dose activity, negative = inhibition, most hits filed as inhibitors; active = well fitted inhibition curve with a large enough effect, not every such curve was filed as active; inactive = no such curve, though single readings can be large or run the other way; note: % is set by controls: 0 for no effect and ±100 for the full control effect; nearly all actives have a fitted effect of over 30% in size; many of its hits are not listed in these tables
ALDH1A1 block – qHTS Assay for Inhibitors of Aldehyde Dehydrogenase 1 (ALDH1A1) | 220,000 tested, 7.3% active | AID 1030, 2008 | Potency, µM (top dose mostly 75.3 µM), without a hit: at the highest dose activity, negative = inhibition, hits mostly inhibitors | Purified ALDH1A1, NADH fluorescence, propionaldehyde substrate | Aldehyde dehydrogenase 1A1 (Homo sapiens), P00352; active = well fitted inhibition curve with a large enough effect, not every such curve was filed as active; inconclusive = small, poorly fitted or top-dose-only effect, or another doubt; inactive = no such curve, though single readings can be large or run the other way;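 note: plate controls were no enzyme wells and a reference inhibitor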
Target sequence (P00352 whole entry, looked up): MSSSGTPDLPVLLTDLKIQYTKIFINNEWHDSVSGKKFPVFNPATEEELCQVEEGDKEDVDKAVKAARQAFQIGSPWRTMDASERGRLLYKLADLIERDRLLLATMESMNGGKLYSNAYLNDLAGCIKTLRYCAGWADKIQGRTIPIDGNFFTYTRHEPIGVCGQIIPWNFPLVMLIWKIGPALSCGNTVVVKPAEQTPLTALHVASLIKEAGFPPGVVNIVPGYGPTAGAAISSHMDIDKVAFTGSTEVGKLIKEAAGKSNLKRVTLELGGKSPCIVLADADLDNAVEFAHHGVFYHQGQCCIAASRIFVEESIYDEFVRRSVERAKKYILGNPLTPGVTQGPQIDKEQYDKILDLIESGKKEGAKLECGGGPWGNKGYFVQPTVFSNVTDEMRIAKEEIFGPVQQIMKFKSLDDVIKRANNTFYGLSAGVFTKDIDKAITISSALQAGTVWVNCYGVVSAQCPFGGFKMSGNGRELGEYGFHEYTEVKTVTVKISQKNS
SMN2 splice up – qHTS Assay for Enhancers of SMN2 Splice Variant Expression; HEK293 SMN2-luciferase splicing reporter, luminescence, 30-36 h; Potency, µM (top dose mostly 46.1 µM), for the others: at the top dose activity change, positive = activation, most hits filed as activators; 210,000 tested, 2.8% active; AID 1458, 2008; note: % of control where 0% means no effect; nearly all actives have a fitted effect of over 55% in size
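HEK293 cells carry an SMN2 […]–luciferase reporter in which exon 7 inclusion puts luciferase in frame. Cells were plated 10-12 h before compound addition, then incubated 30-36 h at 37C. ONE-Glo luminescence was read; sodium butyrate at 4.5 mM final served as control.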
GAA glycogen – qHTS Assay for Inhibitors and Activators of Human alpha-Glucosidase Cleavage of Glycogen; Lysosomal alpha-glucosidase (Homo sapiens), P10253; recombinant GAA, glycogen substrate, Amplex Red glucose oxidase fluorescence; Potency, µM (top dose mostly 76.4 µM), without a hit: at the top dose activity change, negative = inhibition, actives largely listed as inhibitors; 300,000 tested, 0.38% active;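 note: 0% = full enzyme reaction and -100% = no-enzyme basal signal; the screen sought inhibitors and activators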
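Recombinant enzyme (4 nM final) with compounds titrated up to 77 uM and bovine liver glycogen (30 ug) in citrate pH 5.0, 0.01% Tween-20, 37 C 40 min. Released glucose detected by Amplex Red/glucose oxidase (Ex 573/Em 610); AC50 from Hill fits.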
GAA spleen mod – qHTS Assay for Inhibitors and Activators of Human alpha-Glucosidase From Spleen Homogenate | Lysosomal alpha-glucosidase (Homo sapiens), P10253 | human spleen homogenate, 4-MU-alpha-glucoside fluorescence | Potency, µM (series often up to 79.9 µM), without a hit: top-dose activity change, negative = inhibition, most hits filed as inhibitors | 240,000 tested, 0.006% active | AID 2112, 2009;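 note: 0% = enzyme with vehicle and -100% = no enzyme basal signal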
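Human spleen homogenate (1 ug) incubated with compounds and 1 mM 4-methylumbelliferyl-alpha-D-glucopyranoside in pH 5.0 citrate/phosphate buffer, 37 C, 40 min. Stopped at pH 10; 4-MU fluorescence (Ex 365/Em 440 nm); AC50 by Hill fit.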
JMJD2E inh – qHTS Assay for Inhibitors of Human Jumonji Domain Containing 2E (JMJD2E) | Lysine-specific demethylase 4E (Homo sapiens), B2RXH2 | AID 2147, 2009 | Potency, µM (titrated, usually from 57.1 µM), for inactives: top-dose activity change, negative = inhibition, hits mostly inhibitors | 230,000 tested, 1.6% active | JMJD2E catalytic domain, FDH-coupled NADH fluorescence (FDH is formaldehyde dehydrogenase); active = well fitted inhibition curve with a large enough effect, not every such curve was filed as active; inconclusive = small, poorly fitted or top-dose-only effect, or another doubt; inactive = no such curve, though single readings can be large or run the other way;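 note: 0% = wells with enzyme and -100% = buffer wells without enzyme; nearly all actives have a fitted effect of over 50% in size; many of its hits are not listed in these tables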
* marks the source's active call; other numbers are inactive results; u = inconclusive; x = not tested or not shown; [ ] = dose if it differs, or a comment. Unless noted, calls come from the whole dose curve; as a rule, active = well fitted curve in the direction sought with a large enough effect; inconclusive = small, poorly fitted or top-dose-only effect, or another doubt; inactive = no such curve, though single readings can be large; an effect the other way counts as inactive or inconclusive. Potency is the fitted concentration of half-maximal effect.

SMILES	GLA spleen mod	GAA inh	GoLoco inh red	ALDH1A1 block	SMN2 splice up	GAA glycogen	GAA spleen mod	JMJD2E inh
CCN(CC(=O)Nc1ccc(NC(C)=O)cc1)C(=O)/C=C/c1cccs1	5%	4%	10%	4%	20%	2%	7%	6%
COc1ccc(NC(=O)CSCc2ccccc2C)cc1	6%	1%	0%	u	25%	-14%	-3%	12%
CC(Sc1nnc(NCc2ccccc2)s1)C(=O)Nc1ccc2c(c1)C(=O)c1ccccc1C2=O (configuration not stated)	2%	-5%	30%[activator]	2.8µM*	1.3µM*	-2%	0%	u
CCOc1ccc(CCNC(=O)C2=C(C)C(=O)OC23CCCCC3)cc1OCC	-4%	-3%	6%	u	-24%	4%	6%	4%
CC(C)(C)c1[nH]nc2c1C(c1cccnc1)C(C#N)=C(N)O2 (configuration not stated)	-8%	-8%	x	u	x	2%	6%	7%
CCOc1ccc(C(=O)NC(=S)Nc2cccc(S(=O)(=O)NC3=NCCC3)c2)cc1	9%	3%	4%	u	0%	-2%	4%	1%
CSc1nnc(C)c(/C=C/Nc2ccc(F)cc2F)n1	3%	-1%	11%	u	-5%	26%	10%	364%
CC(C)CSc1ccc(S(=O)(=O)NCC(=O)O)cc1[N+](=O)[O-]	1%	8%	1%	-5%	-7%	5%	0%	-5%
COc1ccccc1NS(=O)(=O)c1cc(N2Cc3ccccc3C2=N)ccc1N1CCOCC1	-16%	3%	3%	8.9µM*	-4%	0%	-9%	-11%
S=C1NC[C@H](CC2CCCCC2)N1CCc1cccc2ccccc12	21%	x	2%	x	x	-1%	7%	-10%
COc1ccccc1NC(=O)C(CCS(C)(=O)=O)N1C(=O)c2ccccc2C1=O (configuration not stated)	16%	9%	7%	3%	2%	4%	3%	3%
O=C(NNS(=O)(=O)c1ccccc1[N+](=O)[O-])c1cccnc1	11%	x	-1%	x	x	12%	0%	-6%

Structures shown so far that have an aryl methoxy group (three):
SMILES	GLA spleen mod	GAA inh	GoLoco inh red	ALDH1A1 block	SMN2 splice up	GAA glycogen	GAA spleen mod	JMJD2E inh
COc1ccc(NC(=O)CSCc2ccccc2C)cc1	6%	1%	0%	u	25%	-14%	-3%	12%
COc1ccccc1NS(=O)(=O)c1cc(N2Cc3ccccc3C2=N)ccc1N1CCOCC1	-16%	3%	3%	8.9µM*	-4%	0%	-9%	-11%
COc1ccccc1NC(=O)C(CCS(C)(=O)=O)N1C(=O)c2ccccc2C1=O (configuration not stated)	16%	9%	7%	3%	2%	4%	3%	3%

The results go on.
SMILES	GLA spleen mod	GAA inh	GoLoco inh red	ALDH1A1 block	SMN2 splice up	GAA glycogen	GAA spleen mod	JMJD2E inh
COc1ccc(N2CCN(c3oc(-c4ccco4)nc3C#N)CC2)cc1	7%	4%	-4%	u	-16%	-3%	4%	u
O=C(CNc1ccc2ccccc2c1)N/N=C/c1ccc([N+](=O)[O-])o1	-2%	-6%	4%	u	-10%	6%	-3%	-5%
CCCCNC(=O)N1CCN(C(=O)c2ccco2)CC1	0%	-2%	3%	0%	0%	14%	-23%	1%
O=C(OCC(=O)N1CCN(C(=O)c2ccco2)CC1)c1ccccc1Cc1ccccc1	-1%	-3%	3%	-8%	4%	6%	-5%	3%
COc1ccc(Cl)cc1NC(=S)N(CCCN1CCOCC1)Cc1cn(C)c2ccccc12	-1%	-8%	10%	-14%	-1%[1.84 µM]	-20%	4%	-13%
NNC(=O)c1cc2ccccc2cc1O	0%	-13%	14%	10%	-2%	u	-1%	-23%
COc1ccc(N2CCN(C(=O)CSc3ncnc4c3cnn4-c3ccccc3C)CC2)cc1	1%	-4%	-2%	-6%	-67%[inhibitor]	0%	0%	-1%
O=C(Nc1nc2ccc(F)cc2s1)c1cccc(S(=O)(=O)N2CCc3ccccc32)c1	-1%	-3%	10%	u	-49%[inhibitor]	-2%	0%	u
NC(=S)N=Nc1c(O)n(Cc2ccccc2)c2ccccc12	1%	u	3%	2.5µM*	-12%	-5%	-10%	-2%
O=C(CCCn1c(=O)c2sccc2n(CC(=O)NCC2CCCO2)c1=O)NCc1ccco1 (configuration not stated)	-2%	1%	-6%	-3%	-12%	7%	7%	-5%
Cc1ccc(-n2nnnc2Sc2nc([N+](=O)[O-])nn2C)cc1C	-2%	4%	-1%	-9%	-58%[inhibitor]	3%	-4%	-26%
COC(=O)[C@H](C)NC(=O)Nc1cc(OC)ccc1OC	-14%	-4%	-8%	2%	-6%	8%	-6%	-2%
COCCn1c(Cc2ccccc2)nnc1SCC(=O)Nc1ccccc1	-2%	u	15%	-6%	-5%	22%	3%	3%
Cc1ccccc1SCC(=O)OCC(=O)Nc1ccc(N(C)C)cc1	-5%	0%	-9%	u	-3%	10%	-4%	1%
NS(=O)(=O)c1ccc(NC(=O)CN2CCCCC2)cc1	5%	-4%	-2%	4%	-18%	-24%	0%	2%
N=c1c2c(-c3ccccc3)c(-c3ccccc3)n(Cc3ccccc3)c2ncn1CCCn1ccnc1	1%	u	18%	0%	-36%[inhibitor]	2%	-2%	3%
Cc1nc(NC(=O)/C=C/c2ccc(Cl)cc2Cl)sc1C(=O)N(C)C	1%	-12%	0%	-15%	15%	18%	-19%	4%
CCOC(=O)CC(NC(=O)Cn1nnc(-c2ccccc2Cl)n1)c1ccc(OC)cc1 (configuration not stated)	4%	-5%	2%	u	-28%	5%	0%	2%
O=C1OC2(CCCC2)OC(=O)C1=Cc1c[nH]c2ccccc12	8%	u	10%	-16%	x	6%	-14%	u
COCCn1c(SCC(=O)NCc2cccs2)nnc1-c1ccc(OC)cc1	1%	-5%	-4%	9%	4%	10%	-16%	-7%
COC(=O)C1=C(CN2CCN(C)CC2)NC(=O)NC1c1cc(C)ccc1C (configuration not stated)	7%	0%	5%	2%	14%	-4%	5%	0%
CN(CC(=O)Nc1ccccc1Cl)C(=O)CSc1nc2ccccc2s1	3%	-6%	x	-8%	x	0%	0%	5%
CC(C)=CC(=O)OCc1cc([N+](=O)[O-])cc2c1OCOC2	-8%	3%	3%	u	u	-4%	-1%	4%
COc1ccc(Cc2noc(CN3CCN(Cc4cccc(Cl)c4)CC3)n2)cc1OC	-13%	x	4%	8.9µM*	x	-4%	-3%	-1%
CCOc1ccc(NC(=O)CCSc2ccc(C)cc2)cc1	-4%	-4%	7%	-15%	-15%	-3%	2%	0%
c1ccc(-c2nc(Sc3ncnc4c3cnn4-c3ccccc3)n[nH]2)cc1	7%	-2%	10%	-2%	-2%	-5%	-9%	-7%
CS(=O)(=O)N1CCC2(CC1)CN(Cc1cc(C(F)(F)F)cc(C(F)(F)F)c1)C2	-1%	x	5%	3%	-7%	x	-6%	x
Cc1ccc(Nc2c(-c3ccc(C)o3)nc3cnccn23)cc1	3%	-2%	-13%	u	10%	-17%	5%	u
Cc1cc2c(cc1S(=O)(=O)Nc1cccc(F)c1C)NC(=O)CO2	0%	4%	-3%	4%	9%	0%	-20%	-3%
CC1(C)CC(=O)c2sc(NS(=O)(=O)c3ccc(Br)cc3)nc2C1	0%	-5%	0%	u	7%	18%	4%	-7%
Cc1cc(C)c2c(n1)nn1c(N3CCN(c4ccccc4)CC3)cc(C)nc21	-5%	-5%	3%	8%	1%	10%	-6%	u
CCOC(=O)CN1C(=O)CSc2ccc(S(=O)(=O)N3CCCC3)cc21	5%	x	1%	x	x	-1%	-4%	-8%
O=C(Nc1ccc(Cl)cc1Cl)NC1CCCC1	-4%	-6%	2%	3%	13%	3%	-2%	-7%
CC(=O)c1ccc(OC(=O)c2cccs2)cc1	0%	-1%	-4%	8%	10%	-2%	-1%	7%
N#Cc1nc(COc2ccccc2Cl)oc1N1CCCC1	0%	3%	-10%	-8%	x	6%	-5%	-4%
CC(C)(C(N)=O)N1CCN(c2ncc(C(F)(F)F)cc2Cl)CC1	-12%	11%	-1%	-1%	-73%[inhibitor]	4%	-10%	7%
O=C1COc2ccc(C(=O)CCl)cc2N1	-10%	-1%[15.4 µM]	2%	0.11µM*	x	3%	2%	1%
COc1ccccc1NC(=O)N(Cc1ccco1)Cc1cc2cccc(C)c2[nH]c1=O	1%	-1%	0%	u	-14%	-26%	1%	-12%
CCCCC(CCC(=O)Nc1cc([N+](=O)[O-])ccc1O)C(=O)O (configuration not stated)	-9%	u	-8%	9%	-25%	5%	-7%	-4%
Cc1ccc(NC(=O)C2C(=O)N(CCO)C3(C)CC2c2ccccc2O3)cc1 (configuration not stated)	4%	-3%	3%	13%	u	5%	6%	-4%
Nc1nnc(SCCOc2ccc(Br)cc2)s1	0%	3%	9%	-1%	-2%	5%	-1%	10%
O=C(Nc1nc2cc3c(cc2s1)OCO3)c1ccco1	14%	x	-23%	x	x	5%	4%	-4%
c1ccc(-n2ncc3c(NCc4ccccn4)ncnc32)cc1	1%	1%	5%	u	27%	2%	-5%	u
CCN(CC)c1ccc(-c2c(C#N)c(N)nc(OC)c2C#N)cc1	15%	12%	2%	u	u	3%	-1%	u
CCOc1ccc(-c2nnc(-c3ccccc3)n2-c2ccccc2)cc1	-5%	-2%	-4%	-1%	-36%[inhibitor]	-10%	-8%	6%
CC(OC(=O)c1ccccc1)C(=O)NCCC1=CCCCC1 (configuration not stated)	-3%	-3%	6%	-1%	-6%	-6%	-1%	-6%
COc1cc(NC(=O)c2ccc([N+](=O)[O-])cc2)c(OC)cc1NC(=O)CC(C)C	-13%	2%	7%	3%	0%	0%	4%	-3%

Some of the compounds tested, so the mix of outcomes need not match the whole.
